GSIS activator – GLuc luminescence reporter in INS-1E cells, primary screen for activators of glucose-dependent secretion of insulin; INS-1E GLuc reporter insulin secretion, 2-3 h; activation, % at 16.6 µM; 370,000 compounds, 0.61% hits; AID 743287, 2014;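 active = lowest replicate activation of at least 40%, so every replicate reaches that level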;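 note: 0% = median of neutral control wells and 100% = median of IBMX positive control wells; some compounds called inactive have numbers as strong as hits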
RAD52 anneal inh – RAD52 DNA annealing inhibitors, primary screen, biochemical, FRET, single point, set 2; DNA repair protein RAD52 homolog (Homo sapiens), P43351; recombinant RAD52 DNA annealing, FRET fluorescence; inhibition, % at 18.7 µM; 360,000 compounds, 0.46% hits; AID 651710, 2012;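 active = every replicate showing at least 50% inhibition; inconclusive = mean inhibition at least 50% but not in every replicate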
CFTR F508del cor – F508del CFTR correction, initial screen, CFBE line, single point; CFBE cells, YFP halide quenching; stimulated with forskolin plus potentiator P3; % fluorescence drop versus neutral controls; 350,000 compounds, 0.36% hits; activity (quench increase), % at 7.58 µM;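 active = mean added fluorescence quench of at least 8% versus neutral control, with both replicates also reaching 8%; inconclusive = only one of the mean or replicate conditions met; inactive = mean below 8% and not both replicates reaching 8%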;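 note: cells transiently co-express mutant CFTR-F508del with the halide-sensitive YFP; corrector assay measuring rescue of mutant channel to the surface after 24 h compound exposure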
E-sel inducer – E-selectin induction in HUVECs, primary screen, imaging, HUVEC, immunofluorescence imaging, single point; 260,000 compounds, 0.37% hits; P16581; normalized: neutral wells 0, TNF-alpha wells 100; activation, % at 7.58 µM; AID 686992, 2013;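 active = mean E-selectin-positive cell signal at least 10% of the positive control, reached in at least 60% of replicates, without over 20% cell loss; inconclusive = no rule given, readout overlaps actives, possibly toxicity-flagged; inactive = the rest, including those meeting only one limit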;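 note: in these data hits start at about 27%; measured in HUVEC primary endothelial cells; signal is the percent of cells scored E-selectin positive by PE staining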
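Material: HUVEC primary endothelial cells; Amount: 3,000 cells per well; Dosing: single concentration; Medium: EGM-2 growth medium on 0.1% gelatin-coated wells; Read-out basis: percent E-selectin-positive cells; Signal: immunofluorescence imaging; Control set: TNF-alpha, DMSO.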
Xi reactivation – activators of inactive X chromosome reactivation, primary screen, imaging, XiGFP fibroblasts, GFP high-content imaging, set 2. XiGFP mouse fibroblasts, % GFP-positive cells imaging, 3 d; cells co-treated with 5-aza-dC sensitizer; scaled so ellipticine positive control = 100%. activation, % at 7.58 µM. 360,000 compounds, 0.055% hits. AID 743238, 2013;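 active = mean normalized replicate activation at least 10% and every replicate at or above 10%; inconclusive = only one of the two criteria met; inactive = mean below 10% and not all replicates reach 10%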;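 note: 0% = median of on-plate neutral control wells and 100% = ellipticine 6 µM median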
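System: SV40-immortalized XiGFP fibroblast cells, line 68-5-11 / Incubation: 3-day compound exposure, then 15 min fixation at room temperature / Compound: single concentration per compound, delivered by pin transfer / Buffer or medium: DMEM plus 5-aza-dC sensitizer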
DENV2 CPE – inhibitors of DENV2 cytopathic effect, primary screen, cell-based, plate reader, single concentration; 350,000 compounds, 1.7% hits; CPE inhibition, % at 9.99 µM; DENV2-infected cells, cytopathic effect rescue; AID 651640, 2012; in the data active = CPE inhibition above about 20%, passing the limit was not always enough; inconclusive = no clear call, values can overlap the other calls; tested in BHK-21 cells;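 note: 0% = median of neutral control wells and 100% = median of positive control wells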
Casp6 inh – human caspase-6 inhibitors, primary screen, biochemical, VEID-R110 fluorescence, single point, set 2; purified caspase-6, Z-VEID-R110 cleavage fluorescence; inhibition, % at 12.5 µM; 350,000 compounds, 0.53% hits; AID 686996, 2013;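 active = mean inhibition across replicates at least about 35%, with every replicate also reaching that limit, limit read from the data; inconclusive = only one of the two criteria met; inactive = neither criterion met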;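 note: 0% = median of neutral control wells and 100% = no fluorescence left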
Target sequence (P55212 24-179 limits assumed): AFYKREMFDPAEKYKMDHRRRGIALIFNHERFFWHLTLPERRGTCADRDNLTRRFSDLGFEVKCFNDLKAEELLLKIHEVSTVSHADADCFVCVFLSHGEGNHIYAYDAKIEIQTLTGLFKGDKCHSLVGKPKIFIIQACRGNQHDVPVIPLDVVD
Target sequence (P55212 194-293 limits assumed): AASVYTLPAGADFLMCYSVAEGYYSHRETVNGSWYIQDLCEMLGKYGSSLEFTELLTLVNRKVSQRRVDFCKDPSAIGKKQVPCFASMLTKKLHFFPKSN
RAD54 branch – inhibitors of human RAD54 branch migration, primary screen, biochemical, fluorescence, single point; DNA repair and recombination protein RAD54-like (Homo sapiens), Q92698; RAD54 Holliday junction branch migration, FAM/BHQ fluorescence; inhibition, % at 10.4 µM; 360,000 compounds, 0.14% hits;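 active = mean normalized replicate activity at least 40 and at least half of replicates scoring 40 or more; inconclusive = only one of the two criteria met; inactive = mean below 40 and under half of replicates reaching 40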;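 note: 0% = median of neutral control wells and 100% = median of positive control wells; inhibitors cause a drop in the FAM fluorescence signal; in these data hits start at about 50%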
Target sequence (Q92698 whole entry, looked up): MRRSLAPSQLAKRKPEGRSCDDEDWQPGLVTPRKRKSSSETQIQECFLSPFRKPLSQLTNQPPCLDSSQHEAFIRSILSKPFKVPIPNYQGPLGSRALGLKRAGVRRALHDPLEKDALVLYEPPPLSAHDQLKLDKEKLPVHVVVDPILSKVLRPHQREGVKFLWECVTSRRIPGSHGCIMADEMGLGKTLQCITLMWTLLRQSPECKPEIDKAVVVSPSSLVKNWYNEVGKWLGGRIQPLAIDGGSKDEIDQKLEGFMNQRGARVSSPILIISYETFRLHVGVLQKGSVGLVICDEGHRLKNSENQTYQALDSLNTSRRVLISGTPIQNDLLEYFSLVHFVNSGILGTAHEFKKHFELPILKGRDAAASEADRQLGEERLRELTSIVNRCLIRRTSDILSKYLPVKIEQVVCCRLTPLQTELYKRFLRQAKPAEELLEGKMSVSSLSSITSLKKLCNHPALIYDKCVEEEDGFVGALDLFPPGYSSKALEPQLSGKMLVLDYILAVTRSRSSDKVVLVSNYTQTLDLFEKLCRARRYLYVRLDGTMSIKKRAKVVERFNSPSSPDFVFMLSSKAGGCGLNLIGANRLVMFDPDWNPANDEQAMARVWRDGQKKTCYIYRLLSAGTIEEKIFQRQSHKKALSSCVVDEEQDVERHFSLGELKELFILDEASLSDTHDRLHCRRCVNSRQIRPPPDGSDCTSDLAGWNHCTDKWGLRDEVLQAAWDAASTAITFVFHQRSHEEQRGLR
An asterisk follows results filed as active; ? = inconclusive; nt = not tested or not shown; & = joins results of further samples.

Below each SMILES – Casp6 inh	DENV2 CPE	E-sel inducer	RAD52 anneal inh	GSIS activator	Xi reactivation	CFTR F508del cor	RAD54 branch
O=C(CSc1ccc2nnc(-c3cccnc3)n2n1)Nc1ccccc1C(F)(F)F
→ -2	6	0.2	1	23	0.0	-5.3	8
Cc1ccc(C)c(S(=O)(=O)N2CCCCC2CCNC(=O)C(=O)NCCc2ccco2)c1 (centres undefined)
→ -2	1	62*	-11	-16	0.0	-1.2	-1
O=C(NCc1ccncc1)C1CCN(S(=O)(=O)c2ccc(F)cc2)CC1
→ 3	6	0.1	-14	3	0.3	1.5	0
CC1(C)CC(=O)C2=C(C1)N=C1SCCC(=O)N1C2c1ccccc1 (centres undefined)
→ -4	6	nt	6	-9	nt	0.3	5
O=c1[nH]c(C2CCN(S(=O)(=O)c3ccc([N+](=O)[O-])cc3)CC2)nc2c1nnn2Cc1ccccc1
→ 0	8	-0.3	-9	-21	-0.1	-1.7	-10
C=CCn1c(C)cc(C(=O)COC(=O)CNC(=O)c2ccccc2)c1C
→ 2	-1	-1.2	-9	-14	-0.1	-0.6	nt
CCCNC(=O)C1CCN(S(=O)(=O)c2ccc3c(c2)OCCO3)CC1
→ 2	-1	nt	-1	11	0.2	2.1	-5
Cc1ccc(CN2CC(=O)N3[C@H](CO)[C@H](c4ccc(Br)cc4)[C@H]3C2)cc1
→ -1	-5	-0.4	-10	-10	0.1	1.1	nt
Cc1cc2c(nn1)CCc1nonc1-2
→ -3	-1	nt	-14	nt	nt	2.2	-2
COc1ccc(/C=N/NC(=O)c2ccncc2)cc1CN1CCN(c2ccc(F)cc2)CC1
→ -2	7	2.4	3	-10	0.1	0.5	2
CN(C)C(=O)c1cccc(-c2ccc3c(c2)[C@@H]2[C@@H](CCN2Cc2ccccc2F)[C@@H](CO)N3)c1
→ nt	-14	-0.5	nt	-8	0.2	1.2	-23
NC(=O)c1ncn([C@@H]2O[C@H](C(=O)N[C@H](Cc3ccccc3)C(=O)N3CCN(CC(=O)Nc4ccccn4)CC3)[C@@H](O)[C@H]2O)n1
→ -3	-1	0.7	-3	16	0.3	-2.8	nt
C[C@@H]1CN([C@H](C)CO)C(=O)c2cc(NS(=O)(=O)c3ccccc3)ccc2O[C@@H](C)CCCCO[C@@H]1CN(C)C(=O)c1ccccc1
→ 7	?	nt	-4	-10	-0.1	1.9	-3
Cc1ccc(C)c(NC(=O)C(C)N2C(=O)c3ccccc3C2=O)c1 (centres undefined)
→ 0	-1	nt	-7	5	0.0	0.3	-5
CCCn1c(SCC(=O)c2[nH]c(C)c(C(C)=O)c2C)n[nH]c1=O
→ 0	-6	0.1	-19	20	0.3	0.3	-5
COCCN(C[C@H]1N[C@H](CO)[C@H]1c1ccc(-c2cccc(F)c2)cc1)C(C)=O
→ 1	-7	0.0	-12	-1	0.1	-0.9	-1
CC/C(=N\NC(=S)NC(C)C)c1ccc(OC(F)F)cc1
→ 3	-2	10.0	5	-19	0.1	0.2	nt
CC1CCN(C(=O)c2[nH]cnc2C(=O)N[C@@H](C)C(=O)OC(C)(C)C)CC1
→ 1	-4	-0.1	-3	4	0.0	0.0	-10
C[C@@H]1CCCCO[C@@H](CN(C)Cc2ccncc2)[C@H](C)CN([C@H](C)CO)C(=O)c2cc(NS(=O)(=O)c3ccccc3)ccc2O1
→ -3	-5	nt	11	-7	0.2	2.2	-7
CN1C(=S)N(c2cccnc2)C(=O)/C1=C\c1ccc(C(C)(C)C)cc1
→ 4	0	nt	-17	-11	0.2	0.7	nt
Cc1cc([N+](=O)[O-])ccc1Nc1nc2ccccc2n2cnnc12
→ -3	5	-0.2	-9	nt	0.0	0.6	6
O=S(=O)(c1ccccc1)c1ccc(C(F)(F)F)cn1
→ 2	-5	0.9	-2	13	0.0	-1.4	nt
CCOC(=O)C1(CCCc2ccccc2)CCN(CC(O)CO)CC1 (centres undefined)
→ -2	14	nt	-13	5	0.2	nt	-16
COc1cccc(C#Cc2ccc([C@H]3[C@@H](CO)N(C(=O)C4CCCCC4)[C@H]3C#N)cc2)c1
→ 1	2	0.0	46	-22	0.3	-0.4	-1
COc1ccccc1CNC(=O)CSc1nc(C)cs1
→ 6	nt	5.0	-5	22	-0.7	4.2	nt
CSc1cc(N2CCOCC2)nc(-c2ccccc2Cl)n1
→ 0	1	-1.6	1	-23	0.0	-2.7	1
CCCC(=O)Nc1ccc2c(c1)OC[C@H](C)N(CCC)C[C@@H](C)[C@@H](OC)CN(C)C2=O
→ 1	-7	0.1	6	17	-0.1	-0.4	-8
O=C(C1CC1)N1C[C@@H]2[C@H](c3ccccc31)[C@H](CO)N2S(=O)(=O)c1ccccc1
→ nt	nt	0.3	nt	-1	0.4	-0.1	-2
COc1cccc(OCCSc2nc3ccccc3c(=O)[nH]2)c1
→ 0	nt	0.3	-11	-3	0.0	0.8	nt
O=C(NCc1ccccc1)C(c1ccc(C(F)(F)F)cc1)n1c(=O)c(-c2ccco2)nc2ccccc21 (centres undefined)
→ 8	-12	0.0	-7	6	0.1	4.4	nt
O=C(COC(=O)/C=C/c1ccccc1Cl)NC(=O)NC1CCCC1
→ 1	1	-0.3	-13	-19	0.0	2.0	2
COc1ccc(OC)c(C(C)NC(=O)C(C)n2cc([N+](=O)[O-])cn2)c1 (centres undefined)
→ -2	4	0.3	-9	nt	0.1	-1.0	-10
COc1cccc(CN(C)CCCn2cnc3c(OC)ncnc32)c1
→ -1	-4	0.1	2	-4	0.1	-1.0	-2
O=C(CN1CCCCC1)Nc1ccccc1C(=O)NC1CC1
→ 5	-2	1.9	-4	22	0.0	-0.3	4
COc1cccc(/C=N/NC(=O)CNC(=O)c2ccc(S(=O)(=O)N3CCOCC3)cc2)c1OC
→ 3	-8	nt	-4	-4	0.0	0.7	nt
C[C@@H]1CN([C@H](C)CO)C(=O)c2cc(NC(=O)Nc3ccc(F)cc3)ccc2O[C@H]1CN(C)Cc1ccccc1
→ -3	-3	0.4	8	4	0.0	1.3	17
O=C(NCCCl)Nc1ccccc1NS(=O)(=O)c1cccs1
→ -3	0	0.0	7	-7	0.2	-1.0	-8
COCCNC(=O)c1c[nH]c2ccc(S(=O)(=O)N(C)c3ccc(C)c(C)c3)cc2c1=O
→ -1	-6	-0.1	-6	-4	0.0	-2.7	nt
O=C(Nc1ccc(Cl)c(Cl)c1)N[C@H]1CC[C@H](CCn2cc(C3CCCC3)nn2)O[C@@H]1CO
→ nt	?	0.1	-6	-8	-0.1	6.7	nt
NS(=O)(=O)c1cccc(-n2cnnn2)c1
→ -2	18	0.3	-3	1	40*	3.8	-3
O=C(C[n+]1ccc(/C=N/O)cc1)NCc1ccccc1
→ -1	-4	-0.3	-6	7	-0.1	-3.0	nt
Cc1cc(C)n(CCc2nc(-c3ccc(F)cc3)cs2)n1
→ 1	0	nt	-5	-4	0.1	nt	nt
CCCc1cc(=O)[nH]c(SCC(=O)N2CCc3ccccc32)n1
→ -3	-7	-1.2	-8	-3	0.0	1.1	6
CCN1C(=O)C2(C(C#N)=C(N)Oc3n[nH]c(-c4ccccc4)c32)c2ccccc21 (centres undefined)
→ 3	nt	nt	1	11	nt	nt	8
C[C@H](CO)N1C[C@H](C)[C@@H](CN(C)C(=O)Nc2cccc3ccccc23)OCc2cnnn2CCCC1=O
→ -3	-12	-0.1	3	-3	-0.1	-2.0&-4.0	6
O=C(Nc1nccs1)[C@@H]1[C@@H](CO)[C@@H]2Cn3c(ccc(-c4cccnc4)c3=O)[C@@H]2N1CC1CC1
→ -1	-4	1.3	-10	17	-0.1	-0.5	nt
COc1ccc(N2CCN(CCCNC(=O)c3ccc(CS(=O)(=O)c4ccc(OC)cc4)o3)CC2)cc1
→ -7	4	-0.1	-11	4	0.0	0.7	nt
O=C(Nc1ccc(F)cc1F)N1CCN(CCc2ccccc2)CC1
→ -1	10	10	-13	-7	0.3	-0.6	nt
COc1ccc(S(=O)(=O)Nc2ccc3c(c2)C(=O)N([C@@H](C)CO)C[C@@H](C)[C@H](CN(C)C(=O)c2ccccc2)OCCCC[C@@H](C)O3)cc1
→ 0	6	0.4	-34	-9	0.1	-1.4	2
C[C@H]1CN([C@@H](C)CO)C(=O)c2cc(NS(=O)(=O)c3ccccc3)ccc2O[C@@H]1CN(C)Cc1ccc(Cl)c(Cl)c1
→ -2	?	0.0	-10	-20	-0.5	1.0	5
O=C(N/N=C/c1cccc(NC(=O)c2ccc(Cl)cc2)c1)c1ccc(O)cc1
→ 3	5	0.3	-14	-3	0.0	2.1	nt
Cc1ccc(S(=O)(=O)Nc2cccc3c2O[C@H](CN(C)C(=O)Nc2ccc(F)cc2)[C@@H](C)CN([C@H](C)CO)C3=O)cc1
→ 3	5	-0.1	5	-10	0.0	-0.6	1
Cc1ccc(CCNC(=O)c2ccc3nc4ccccc4c(=O)n3c2)cc1
→ -3	-5	0.0	-29	-2	0.0	-0.7	0
COc1ccc(/C=C2\CCn3c2nc2cc(C(=O)O)ccc2c3=O)cc1OC
→ -1	nt	0.6	-10	19	0.4	0.2	0
Cc1cc(/C=C(\C#N)C(=O)Nc2ccccc2)c(C)n1-c1ccc2c(c1)OCO2
→ -3	-7	nt	-16	-9	nt	2.4	4
CN1CCN(C2=NC(=O)/C(=C/c3ccccc3OS(=O)(=O)c3ccccc3)S2)CC1
→ 3	-5	5.0	-8	9	0.5	-3.6	nt
NC(=O)c1ccc(NC(=O)COC(=O)C(Cc2ccccc2)NC(=O)c2ccccc2)cc1 (centres undefined)
→ -3	0	-0.3	-19	21	0.0	0.5	nt
C[C@@H]1CN([C@@H](C)CO)C(=O)c2cccc(NC(=O)Nc3cccc4ccccc34)c2O[C@@H]1CN(C)Cc1ccc2c(c1)OCO2
→ nt	20	-0.3	4	-19	0.1	-0.5	nt
CNC(=S)NNS(=O)(=O)c1ccc(OC)cc1OC
→ 0	-7	nt	-16	4	0.3	2.9	-10
NS(=O)(=O)c1ccc(CNC(=O)CNC(=O)c2ccc(F)cc2)cc1
→ 4	17	0.3	-4	-10	0.4	-3.0	1

Continuation:
Below each SMILES – Casp6 inh	DENV2 CPE	E-sel inducer	RAD52 anneal inh	GSIS activator	Xi reactivation	CFTR F508del cor	RAD54 branch
C[C@@H]1CN([C@H](C)CO)C(=O)c2cc(NC(=O)CCN3CCOCC3)ccc2O[C@@H]1CN(C)Cc1ccc(Cl)c(Cl)c1
→ 3	-1	-4.5	-7	-2	0.4	0.7	-2
COc1ccc(N(CC(=O)NCc2ccccc2C)S(=O)(=O)c2ccc(C)cc2)cc1OC
→ -3	8	nt	0	-5	0.0	3.7	-4
COc1ccc(-c2cc3nc(NCCOc4ccccc4)ccn3n2)cc1
→ 3	?	0.5	-13	-2	0.0	2.9	-4
S=C(Nc1ccc2nsnc2c1)N1CCCC1
→ 47*	-1	nt	-13	-13	0.0	-1.7	4

High-throughput results: PubChem, Broad Institute
